Assay outcomes: PubChem, several laboratories
BH1578 lux ind = induces V. cholerae light production without autoinducers | activation, % at 18.7 µM | V. cholerae BH1578 lux reporter, luminescence, 6 h | 0.16% of 350,000 active; in the data active = activation mostly above about 9.7%, no sharp cut-off; note: not every result past the cut was called active; inactives centre near 0; reference of the scale not given here
GDH-TPI counter = inhibits GDH-TPI coupling enzymes, artifact for Mtb FBA screen; GDH-TPI coupled enzyme counterscreen, NADH absorbance; AID 588335; inhibition, % at 4.8 µM; 1.2% of 360,000 active; in the data active = inhibition above about 30%;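 note: 0% = DMSO wells and 100% = wells lacking the enzyme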
BioA inh = blocks M. tuberculosis BioA enzyme activity; purified M. tuberculosis BioA enzyme, plate reader; inhibition, % at 9.99 µM; 0.096% of 360,000 active; in the data active = inhibition above about 40%
Yp Topo-I inh = blocks Yersinia pestis topoisomerase I activity; activity, % at 10 µM; AID 504884; Y. pestis Topo-I cleavage product accumulation, plate reader; 0.064% of 360,000 active; in the data active = activity above about 50%, passing the limit was not always enough; note: inactives centre near 2
FadD28 FP inh = blocks FadD28 binding to the bisubstrate probe; fluorescence polarization; inhibition, % at 12.5 µM; 0.22% of 360,000 active; AID 588549; in the data active = inhibition above about 8.5%, passing the limit was not always enough
TcdB inh = TcdB glycohydrolase inhibition | P18177 | TcdB glycohydrolase enzymatic assay, plate reader | inhibition, % at 9.99 µM | 0.24% of 350,000 active | AID 652162; in the data active = inhibition above about 10%
Target sequence (P18177 whole entry, looked up): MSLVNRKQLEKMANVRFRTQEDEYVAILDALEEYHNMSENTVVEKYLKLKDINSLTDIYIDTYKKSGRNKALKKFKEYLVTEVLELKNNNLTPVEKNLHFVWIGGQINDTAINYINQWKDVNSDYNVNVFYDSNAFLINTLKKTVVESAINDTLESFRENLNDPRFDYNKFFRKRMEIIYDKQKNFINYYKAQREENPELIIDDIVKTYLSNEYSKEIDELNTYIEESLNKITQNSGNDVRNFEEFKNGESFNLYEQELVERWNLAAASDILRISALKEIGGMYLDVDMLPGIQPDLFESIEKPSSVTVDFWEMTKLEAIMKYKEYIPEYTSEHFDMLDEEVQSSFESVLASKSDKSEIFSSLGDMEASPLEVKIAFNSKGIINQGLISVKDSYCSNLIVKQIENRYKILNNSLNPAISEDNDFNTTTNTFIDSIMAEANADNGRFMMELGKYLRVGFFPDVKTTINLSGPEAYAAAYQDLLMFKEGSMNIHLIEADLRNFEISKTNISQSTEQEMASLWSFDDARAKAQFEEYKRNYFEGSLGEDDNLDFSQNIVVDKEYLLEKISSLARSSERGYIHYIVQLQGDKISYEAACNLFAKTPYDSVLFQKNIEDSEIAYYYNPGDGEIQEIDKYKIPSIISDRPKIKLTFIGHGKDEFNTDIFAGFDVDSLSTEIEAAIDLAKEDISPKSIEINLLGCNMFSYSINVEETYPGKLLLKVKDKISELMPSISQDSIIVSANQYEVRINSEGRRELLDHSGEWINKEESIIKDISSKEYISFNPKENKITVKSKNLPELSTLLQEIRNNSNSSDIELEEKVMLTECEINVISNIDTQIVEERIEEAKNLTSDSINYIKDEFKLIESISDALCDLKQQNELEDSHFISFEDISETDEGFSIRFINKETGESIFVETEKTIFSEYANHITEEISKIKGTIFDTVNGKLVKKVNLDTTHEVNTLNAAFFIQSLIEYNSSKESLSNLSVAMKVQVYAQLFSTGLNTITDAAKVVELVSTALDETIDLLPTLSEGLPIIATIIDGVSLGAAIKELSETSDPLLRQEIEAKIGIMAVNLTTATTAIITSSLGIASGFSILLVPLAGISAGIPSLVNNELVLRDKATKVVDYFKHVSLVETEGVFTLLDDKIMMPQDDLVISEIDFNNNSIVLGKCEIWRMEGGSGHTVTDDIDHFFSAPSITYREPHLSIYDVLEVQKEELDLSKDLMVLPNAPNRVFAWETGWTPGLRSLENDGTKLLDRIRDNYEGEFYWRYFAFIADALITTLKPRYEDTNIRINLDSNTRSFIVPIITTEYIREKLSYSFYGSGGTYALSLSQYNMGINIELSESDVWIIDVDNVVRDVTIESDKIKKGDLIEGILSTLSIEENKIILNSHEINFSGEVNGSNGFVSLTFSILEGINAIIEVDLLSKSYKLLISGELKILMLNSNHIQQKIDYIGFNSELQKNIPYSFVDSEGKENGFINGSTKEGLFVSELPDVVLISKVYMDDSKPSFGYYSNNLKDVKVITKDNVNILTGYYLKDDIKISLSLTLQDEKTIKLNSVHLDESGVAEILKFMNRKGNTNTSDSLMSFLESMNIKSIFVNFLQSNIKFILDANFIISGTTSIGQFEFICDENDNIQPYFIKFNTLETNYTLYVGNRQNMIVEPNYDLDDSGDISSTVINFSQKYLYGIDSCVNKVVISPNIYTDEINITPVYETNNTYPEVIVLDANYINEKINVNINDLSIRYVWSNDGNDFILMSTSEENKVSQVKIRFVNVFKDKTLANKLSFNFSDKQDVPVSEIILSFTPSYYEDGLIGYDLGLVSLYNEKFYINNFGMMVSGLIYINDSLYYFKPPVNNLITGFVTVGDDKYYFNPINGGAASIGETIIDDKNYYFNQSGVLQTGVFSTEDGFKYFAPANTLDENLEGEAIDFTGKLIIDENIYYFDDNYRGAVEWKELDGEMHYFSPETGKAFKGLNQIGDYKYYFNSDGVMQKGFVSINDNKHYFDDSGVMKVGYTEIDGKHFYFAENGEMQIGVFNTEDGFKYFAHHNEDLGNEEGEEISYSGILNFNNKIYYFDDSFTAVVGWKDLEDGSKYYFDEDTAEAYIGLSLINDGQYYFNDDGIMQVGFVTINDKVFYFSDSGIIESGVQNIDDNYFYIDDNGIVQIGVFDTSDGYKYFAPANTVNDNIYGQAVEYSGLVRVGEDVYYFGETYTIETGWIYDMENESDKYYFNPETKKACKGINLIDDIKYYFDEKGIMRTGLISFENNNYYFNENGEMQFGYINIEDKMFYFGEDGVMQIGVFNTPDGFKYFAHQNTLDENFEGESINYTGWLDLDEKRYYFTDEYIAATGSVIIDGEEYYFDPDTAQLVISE
UGM FP inh = Mtb UDP-galactopyranose mutase inhibition | inhibition, % at 10 µM | purified UGM, fluorescence polarization probe displacement | 0.06% of 320,000 active; in the data active = inhibition above about 10%, passing the limit was not always enough
PfHsp40 rescue = rescue of PfHsp40-mediated yeast toxicity. AID 504582. growth rescue, % at 12.5 µM. 0.68% of 340,000 active. S. cerevisiae expressing PfHsp40, growth rescue, ATP luminescence; in the data active = growth rescue above about 28%, passing the limit was not always enough;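 note: yeast W303a lacking pdr1 and pdr3 grown in galactose medium; growth measured after three days at 30 °C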
FBA Mtb inh = inhibitors of M. tuberculosis fructose-bisphosphate aldolase; AID 588726; 2.3% of 360,000 active; inhibition, % at 1 µM; purified M. tuberculosis FBA, fluorescence read-out; P9WQA3; in the data active = inhibition above about 27%;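 note: 0% = vehicle and 100% = reference inhibitor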
* = called active by the depositor; i = inactive; . = not tested or not shown; & = joins results of further samples.

compound	BH1578 lux ind	UGM FP inh	FBA Mtb inh	BioA inh	GDH-TPI counter	Yp Topo-I inh	FadD28 FP inh	PfHsp40 rescue	TcdB inh
CC1CCCCN1C(=O)c1cc(-c2ccc(Cl)c(Cl)c2)on1 (configuration not stated)	0.3	-0.1	-1	-2.6	9	19	-4.2	2.1	.
CCC(NS(=O)(=O)c1ccc(OC)cc1)C(=O)O (configuration not stated)	-0.4	4.0	0	0.5	9	-6	-0.5	-0.1	.
CN(CC(=O)NCc1ccccc1)S(=O)(=O)c1cnc[nH]1	i	0.5	-1	-1.0	1	-2	-0.3	-0.1	3.0
Cc1cc(C)cc(NC(=S)NC2CC3CCCC(C2)N3Cc2cccs2)c1 (configuration not stated)	-5.9	2.0	1	2.3	4	8	-0.4	4.9	2.0
COC(=O)CN1C(=O)C2(C(C#N)=C(N)Oc3c2c(C)nn3-c2ccccc2)c2ccccc21 (configuration not stated)	i	0.3	-1	0.2	6	6	-4.6	2.0	.
Cn1c(=O)oc2cc(S(=O)(=O)NCCCN3CCCC3=O)ccc21	0.3	-4.3	-1	-0.8	-2	3	-0.5	-0.2	0.9
CCCCNC(=O)C1(C)CCN1C(=O)Cc1ccc(OC)cc1 (configuration not stated)	i	.	-1	-0.4	-2	-3	-1.4	.	1.2
COc1cc2c(cc1OC)[C@@H](NC(=O)Cc1ccc(F)cc1)[C@H](OCc1ccccc1)C2	i	.	1	-2.4	-9	0	-3.5	0.6	2.6
COc1ccc(NC(=O)CSc2nc(=O)n(CCN3CCOCC3)c3c2CCCC3)c(OC)c1	i	0.7	-1	6.9	14	15	-2.2	-1.0	1.6
Cc1nc2c(O)c3c(c(O)c2nc1C)C1C=CC3CC1	i	.	0	.	-1	-9	-3.0	-0.2	-6.8
CN(C)CCCn1c(=O)n(CCc2ccccc2)c(=O)c2c3c(sc21)CCCCC3	-0.6	2.1	2	-0.3	0	7	-2.0	0.2	2.2
Cc1nn(CCc2n[nH]c(=S)n2-c2ccc(F)c(Cl)c2)c(C)c1[N+](=O)[O-]	-0.3	0.0	1	0.3	8	5	1.1	1.5	.
Cc1cc(CSc2nc(C)cc(=O)[nH]2)c2ncccc2c1	-0.5	0.8	2	.	3	19	-0.1	0.8	3.3
Cc1cccc(-c2noc(CNC(=O)COc3ccccc3C)n2)c1	0.8	0.7	1	-1.9	1	2	2.1	0.6	-0.9
COCCn1c(N)c(N(Cc2ccccc2)C(=O)C2CCCC2)c(=O)[nH]c1=O	3.3	4.1	0	-0.7	9	6	-4.6	-0.9	0.5
S=C(Nc1ccc(Cl)cc1Cl)N1CCOCC1	-0.3	0.4	-1	.	14	-6	-2.4	0.7	-0.2
Cc1ccc(C(=O)CCCn2nnc(-c3cccnc3)n2)cc1C	i	0.7	3	5.1	-6	13	-2.6	0.2	.
Cc1ccc(F)c(NC=C2C(=O)OC(C)(C)OC2=O)c1	3.7	-2.9	-3	-1.5	2	8	-1.5	-0.3	-0.1
O=P(O)(COc1ccccc1)COc1ccccc1	i	-0.7	1	-1.1	-4	2	-2.8	-0.2	.
CCOC(=O)c1c(C)[nH]c(C)c1C(=O)CSc1nc2ccccc2[nH]1	i	-0.8	0	-3.2	-3	0	-2.1	-1.0	.
O=c1c2cc(Br)ccc2nc(-c2ccc([N+](=O)[O-])cc2)n1O	-1.9	2.2	-1	.	-2	-11	-3.4	160*	-0.8
Cc1ccc(S(=O)(=O)N(C)C[C@@H]2Oc3ncc(Br)cc3C(=O)N([C@H](C)CO)C[C@H]2C)cc1	-0.4	.	3	0.3&-0.4&-1.3	2	14	-1.1	.	0.5&-0.7&1.5
COc1cccc(-c2cc(C(=O)Nc3cnn(Cc4ccccc4C)c3)no2)c1	i	-0.5	0	-0.5	-4	4	-1.8	0.0	.
CC(C)Oc1ccc(S(=O)(=O)N2CCCCC2)cc1NC(=O)C1CCCC1	-5.7	-3.2	0	-0.7	1	33	0.2	2.7	0.6
COc1ccc(NS(=O)(=O)c2c(C)cc(C)cc2C)cc1	-6.2	0.1	0	3.7	-3	11	-0.8	1.0	.
O=C(CN(C(=O)CCC(=O)Nc1ccccn1)c1cccc(F)c1)NCc1ccc2c(c1)OCO2	i	-0.2	-1	-1.3	0	22	-1.2	-1.6	0.6
N#Cc1c(Cl)cccc1Oc1ccc(S(=O)(=O)Nc2ccccc2)cc1	i	-1.6	2	0.4	7	2	-1.1	1.3	-1.4
Cc1ccc(C(=O)OCC(=O)Nc2sccc2C(N)=O)cc1NC(=O)c1ccco1	-3.2	-1.3	-2	-1.4	-1	-3	-5.0	1.6	.
O=C(CN1C(=O)/C(=C/c2ccc(F)cc2)SC1=S)NC1CCS(=O)(=O)C1 (configuration not stated)	i	-1.9	-2	-1.3	18	5	1.0	-0.3	2.7
O=C(/C=C/c1ccccc1[N+](=O)[O-])N1CCN(c2ccccc2F)CC1	-0.2	0.4	-1	.	0	14	-4.5	-0.1	1.7

Profiles, quoted from the list:
Cc1nc2c(O)c3c(c(O)c2nc1C)C1C=CC3CC1 as listed: BH1578 lux ind: i; UGM FP inh: .; FBA Mtb inh: 0; BioA inh: .; GDH-TPI counter: -1; Yp Topo-I inh: -9; FadD28 FP inh: -3.0; PfHsp40 rescue: -0.2; TcdB inh: -6.8
CCCCNC(=O)C1(C)CCN1C(=O)Cc1ccc(OC)cc1 (configuration not stated) as listed: BH1578 lux ind: i; UGM FP inh: .; FBA Mtb inh: -1; BioA inh: -0.4; GDH-TPI counter: -2; Yp Topo-I inh: -3; FadD28 FP inh: -1.4; PfHsp40 rescue: .; TcdB inh: 1.2

The listing picks up, starting 2 compounds before the break.
compound	BH1578 lux ind	UGM FP inh	FBA Mtb inh	BioA inh	GDH-TPI counter	Yp Topo-I inh	FadD28 FP inh	PfHsp40 rescue	TcdB inh
O=C(CN1C(=O)/C(=C/c2ccc(F)cc2)SC1=S)NC1CCS(=O)(=O)C1 (configuration not stated)	i	-1.9	-2	-1.3	18	5	1.0	-0.3	2.7
O=C(/C=C/c1ccccc1[N+](=O)[O-])N1CCN(c2ccccc2F)CC1	-0.2	0.4	-1	.	0	14	-4.5	-0.1	1.7
O=C(Nc1ccc(N2CCCC2)cc1)c1cc2ccccc2o1	-0.8	4.3	-3	0.5	3	-32	-3.9	-1.1	1.5
CC(=O)c1cc(F)c(N2CCN(C(=O)c3ccco3)CC2)cc1C	10	1.8	-4	3.1	16	6	-4.6	-0.7	.
COc1ccc(-n2c(=S)[nH]c3ccccc32)cc1	-0.3	0.4	-18	1.2	-16	-9	-4.9	0.9	.
CC(=O)N1C(C)(C)CC(=NOC(=O)c2ccccc2)CC1(C)C	1.9	-3.2	4	.	-3	-2	-0.2	1.0	-1.2
Cc1ccc(Nc2nc(Cl)nc(N(C)C#N)n2)cc1	.	2.0	0	0.2	3	-6	-2.2	-1.4	-0.8
Cn1cc(CN2CCc3sccc3C2)c(-c2ccccc2F)n1	-0.5	-0.6	1	.	1	2	-2.8	1.1	1.6
CCc1ccc2c(c1)c1nc(C)sc1n2CC(=O)OC	i	-13	-2	1.6	-3	45	-2.8	0.8	.
Cn1cc(CN2CCCC(C(=O)c3cc(F)ccc3F)C2)c2ccccc21 (configuration not stated)	-0.5	4.9	0	.	-3	6	0.2	-1.0	0.1
CC(C)N(Cc1ccco1)/N=C/c1c(O)n(Cc2ccccc2)c(=O)[nH]c1=O	i	-0.6	2	-1.0	6	3	1.2	-1.6	1.6
O=C(OC1CCOC1=O)c1cc(-c2ccc(Br)cc2)nc2ccccc12 (configuration not stated)	-0.5	1.2	6	-1.4	19	1	-0.7	-0.6	.
COCCNC(=O)C1(C)CCCN(C(=O)c2cccc(C#N)c2)C1 (configuration not stated)	0.2	.	-5	-1.0	0	-5	-2.7	.	-1.5
O=C(OCc1cn([C@@H]2C[C@H](c3ccc(Cl)cc3)N(C(=O)c3cccs3)C[C@H]2O)nn1)c1ccccc1	-0.5	.	-2	.	4	8	-6.2	.	0.2
Cc1noc(NS(=O)(=O)c2ccc(NC(=O)Nc3ccc(Cl)c(Cl)c3)cc2)c1C	-0.3	5.0	1	8.6	2	-11	31*	0.1	.
CC(C)CCNC(=O)CCCOc1cc(=O)n(C)c2ccccc12	-0.3	-2.0	4	-0.5	-6	9	-2.5	-0.3	.
COc1ccccc1NC(=O)COc1cccnc1[N+](=O)[O-]	i	-0.4	-1	-0.3	4	0	-2.6	2.3	0.5
CC(C)(C)Nc1nc2cc([N+](=O)[O-])ccc2o1	i	-1.1	0	.	4	11	0.4	-0.7	0.7
CC(C)(C)c1ccc(S(=O)(=O)N2CCN(Cc3cc4c(cc3O)OCO4)CC2)cc1	i	1.4	0	6.3	4	12	-2.4	-0.7	-0.1
CCOc1ccc(NC(=O)CC2SC(=O)N(c3ccccc3)C2=O)cc1 (configuration not stated)	i	-3.7	-3	.	-10	2	-3.5	-1.7	0.5
CCOC(=O)c1cc2occc2n1CC(=O)N1CCCc2ccccc21	i	1.0	-2	32	3	16	-1.8	-0.5	.
COC(=O)C1=C(c2cccc(NC(C)=O)c2)C[C@@H]2CC[C@H]1N2C	-0.4	3.9	-2	-0.4	3	-5	-0.3	0.2	-0.7
O=C(N/N=C/c1ccc(OC(F)F)cc1)c1ccc(Br)cc1	-0.3	-2.9	-1	1.5	4	-2	0.4	-0.6	.
O=C(O)CCC(=O)N(Cc1ccccc1)Cc1ccccc1	-2.0	1.1	-1	-2.7	9	0	1.6	-0.1	0.2
Cc1cccc(C(=O)N2CCN(c3ccc(N4CCOCC4)nn3)CC2)c1	i	1.9	21	.	1	4	-2.9	-0.1	1.3
O=C(N1CCN(c2ccccc2)CC1)C1(c2cccs2)CCOCC1	4.2	-2.4	1	.	-2	13	-3.0	0.0	.
Cc1ccc(-n2c(N)c(C(N)=O)sc2=S)c(C)c1	i	0.1	0	2.8	23	-1	-2.4	-1.0	.
CCN(CC)S(=O)(=O)c1ccc2[nH]c(=O)c3ccccc3c2c1	1.4	1.4	0	0.1	17	-8	-0.9	-0.5	-0.5
O=C(NCCCN1CCOCC1)c1ccc2c(=O)n(CCc3ccccc3)c(=O)[nH]c2c1	i	0.2	8	0.9	6	-12	-5.0	-0.2	.
CCOc1ccc(/C=N/NC(=O)COc2ccccc2-c2ccccc2)cc1	i	-1.4	3	-0.3	9	30	2.1	-1.1	.
O=C(CN1CCN(Cc2ccccc2Cl)CC1)N/N=C/c1ccco1	-0.4	-2.9	0	.	-8	8	-2.7	-0.7	0.7
O=C(CSCc1ccc(Cl)cc1)Nc1ccc(-c2nnc(-c3ccccc3)o2)cc1	3.1	2.3	-1	0.3	5	16	-3.0	-0.3	.
COc1ccc(NC(=O)n2ncc3cc(Cl)ccc32)cc1OC	0.8	0.3	-3	0.9	-12	0	-3.9	4.8	1.1
CC1CCN(CCCOc2ccc(Br)cc2Cl)CC1	i	-0.5	-3	.	-8	4	-4.7	-0.8	0.0
O=C(Nc1ccccc1C(=O)NCCCN1CCOCC1)c1ccc(F)cc1F	0.0	-3.0	4	-5.3	-1	0	0.6	0.9	1.5
CC(C)(C)c1ccc(Cn2c(=N)n(CC(O)c3ccco3)c3ccccc32)cc1 (configuration not stated)	-0.3	2.1	-2	.	-3	2	-4.7	-1.5	.
CN1CCN(S(=O)(=O)c2ccc(NC(=O)c3ccc(F)cc3Cl)cc2)CC1	-0.8	-0.4	0	-2.3	0	-4	-0.1	2.4	-0.8
COc1ccc(C)cc1NC(=O)Nc1ccccc1SC	-0.6	-0.4	1	.	-1	4	-2.5	0.6	0.0
CC(=O)c1cccc(NC(=O)c2cc(-c3ccc(C)cc3)on2)c1	1.0	-0.6	0	-0.5	2	7	-0.4	-1.0	.
Cc1cnc(NC(=O)c2cc3c(s2)CCCC3)s1	i	0.9	-3	.	18	-12	-0.4	-0.8	.
COc1ccc(S(=O)(=O)Nc2ccc3c(c2)C(=O)N([C@H](C)CO)C[C@H](C)[C@@H](CN(C)S(=O)(=O)c2c(C)noc2C)O3)cc1	2.1	-0.9	5	0.0	15	19	0.5	1.2	2.1
COc1ccccc1/C=C1/C(=O)N(c2ccccc2)N=C1C	-0.5	-3.2	2	0.4	5	-5	0.9	.	-0.3
